mHtt clearance: compounds clearing mutant huntingtin protein; hit rate 0.42% among 47,000; HeLa Exon1htt(103Q)mCFP, aggregate imaging; zero = plate's median compound well; inhibition, % at 1.5 µM;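 active = inhibition of aggregate fluorescence above about 70%, also judged a hit by eye on the cell image, limit read from the data, passing the limit was not always enough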;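 also: cells exposed to compound for three days before fixation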
mHtt clearance grain fraction: further read-out of mHtt clearance, marked with its call; fraction fluorescence in grains; measured here: aggregate grain fluorescence fraction; hits give low values;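 scaled fraction of total cell fluorescence in grains with unit not stated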
* hit, by the source's call. A portion of the library, so the mix of outcomes need not match the whole.

The first 27 compounds, to show the layout:
SMILES	mHtt clearance	mHtt clearance grain fraction
Cc1cc(C)nc(N(C#N)CCOc2ccc(Cl)cc2)n1	30	13
CC1(C)NC(=O)N(CC(=O)OCC(=O)Nc2cccc(F)c2)C1=O	-18	27
O=C(Nc1ccc(S(=O)(=O)N2CCOCC2)cc1)c1cccs1	-44	26
CCN(CC)c1ccc(NC(=O)c2cccnc2)c(C)c1	-24	48
O=S(=O)(NC1CCCCC1)c1ccc(S(=O)(=O)N2CCN3CCCC3C2)cc1 (stereo unspecified)	32	20
O=C(OCc1ccccn1)c1ccc(COc2ccccc2Cl)o1	34	29
Cc1ccc(-n2ccc(=O)c(C(=O)O)n2)cc1	0	24
CCOC(=O)c1cnc2c(C#N)c(C)nn2c1C	-11	43
CCc1cccc(NC(=O)CN(C)S(=O)(=O)c2cccc3nsnc23)c1	8	17
N#Cc1c(N)sc2c1CCN(CCc1ccccc1)C2	-31	26
Cc1nnc2n1N=CC=C(C(C)(C)C)S2	30	14
CCCCC(=O)NCCc1cc2ccc(OC)cc2[nH]c1=O	25	15
O=C(Nc1ccc2nsnc2c1)c1ccc2c(c1)OCO2	18	17
Cc1ccc2cc(CN(C(=O)C3CCCO3)C3CCCCC3)c(=O)[nH]c2c1 (stereo unspecified)	-8	43
CC1CCc2c(sc3nc(SCC(=O)NCc4ccco4)nc(N)c23)C1 (stereo unspecified)	-30	39
O=C(O)CCCC(=O)Nc1ccc(C(=O)N2CCCCC2)cc1	-4	17
CCOc1ccccc1NC(=O)c1ccccc1N(C)S(C)(=O)=O	-9	19
CCC(C)c1ccc(OCCCCN2CCOCC2)cc1 (stereo unspecified)	-24	39
OC(COc1ccc2c(c1)CCC2)Cn1cnc2ccccc21 (stereo unspecified)	-66	32
COc1ccc(C(=O)Cn2nnc(-c3ccccc3NC(=O)C3CC3)n2)cc1	-50	31
CC(=O)NCCn1c(SCC(=O)c2ccccc2)nc2ccccc2c1=O	-21	48
Cn1c(=O)c2c(nc(SCc3cccnc3)n2Cc2ccccc2)n(C)c1=O	-54	63
CCOc1ccc(NC(=O)C2CC(=O)N(C)C(=Nc3ccc4c(c3)OCO4)S2)cc1 (stereo unspecified)	-125	46
Cc1ccc(-c2nc(SCC(N)=O)c(C#N)c3c2CCCC3)cc1	-46	23
Cc1ccc(SCc2cc(=O)n3[nH]c(C)nc3n2)cc1	-9	19
O=C(NCc1ccco1)c1cnc2sccn2c1=O	-27	60
CN1C(=O)c2ccccc2Sc2ccc(NC(=O)NC3CC3)cc21	-6	22

All compounds of this part, from the start:
SMILES	mHtt clearance	mHtt clearance grain fraction
Cc1cc(C)nc(N(C#N)CCOc2ccc(Cl)cc2)n1	30	13
CC1(C)NC(=O)N(CC(=O)OCC(=O)Nc2cccc(F)c2)C1=O	-18	27
O=C(Nc1ccc(S(=O)(=O)N2CCOCC2)cc1)c1cccs1	-44	26
CCN(CC)c1ccc(NC(=O)c2cccnc2)c(C)c1	-24	48
O=S(=O)(NC1CCCCC1)c1ccc(S(=O)(=O)N2CCN3CCCC3C2)cc1 (stereo unspecified)	32	20
O=C(OCc1ccccn1)c1ccc(COc2ccccc2Cl)o1	34	29
Cc1ccc(-n2ccc(=O)c(C(=O)O)n2)cc1	0	24
CCOC(=O)c1cnc2c(C#N)c(C)nn2c1C	-11	43
CCc1cccc(NC(=O)CN(C)S(=O)(=O)c2cccc3nsnc23)c1	8	17
N#Cc1c(N)sc2c1CCN(CCc1ccccc1)C2	-31	26
Cc1nnc2n1N=CC=C(C(C)(C)C)S2	30	14
CCCCC(=O)NCCc1cc2ccc(OC)cc2[nH]c1=O	25	15
O=C(Nc1ccc2nsnc2c1)c1ccc2c(c1)OCO2	18	17
Cc1ccc2cc(CN(C(=O)C3CCCO3)C3CCCCC3)c(=O)[nH]c2c1 (stereo unspecified)	-8	43
CC1CCc2c(sc3nc(SCC(=O)NCc4ccco4)nc(N)c23)C1 (stereo unspecified)	-30	39
O=C(O)CCCC(=O)Nc1ccc(C(=O)N2CCCCC2)cc1	-4	17
CCOc1ccccc1NC(=O)c1ccccc1N(C)S(C)(=O)=O	-9	19
CCC(C)c1ccc(OCCCCN2CCOCC2)cc1 (stereo unspecified)	-24	39
OC(COc1ccc2c(c1)CCC2)Cn1cnc2ccccc21 (stereo unspecified)	-66	32
COc1ccc(C(=O)Cn2nnc(-c3ccccc3NC(=O)C3CC3)n2)cc1	-50	31
CC(=O)NCCn1c(SCC(=O)c2ccccc2)nc2ccccc2c1=O	-21	48
Cn1c(=O)c2c(nc(SCc3cccnc3)n2Cc2ccccc2)n(C)c1=O	-54	63
CCOc1ccc(NC(=O)C2CC(=O)N(C)C(=Nc3ccc4c(c3)OCO4)S2)cc1 (stereo unspecified)	-125	46
Cc1ccc(-c2nc(SCC(N)=O)c(C#N)c3c2CCCC3)cc1	-46	23
Cc1ccc(SCc2cc(=O)n3[nH]c(C)nc3n2)cc1	-9	19
O=C(NCc1ccco1)c1cnc2sccn2c1=O	-27	60
CN1C(=O)c2ccccc2Sc2ccc(NC(=O)NC3CC3)cc21	-6	22
CCOCCCn1c(=N)c(C(N)=S)cc2c(=O)n3cccc(C)c3nc21	-39	22
O=C(NCc1cccnc1)c1cccc(F)c1	-35	50
CN(CC(=O)NC1CCCCC1)S(=O)(=O)c1cccc2cccnc12	-20	60
CCOCCCN(C(=O)Cn1nnc2ccccc21)C(C(=O)NCc1ccco1)c1ccncc1 (stereo unspecified)	-16	39
COc1ccc(N(CC(=O)NCCSC2CCCCC2)S(C)(=O)=O)c(OC)c1	-244	106
C=CCN(CC(=O)NCC1CCCO1)C(=O)CCC(=O)Nc1cc(C)on1 (stereo unspecified)	10	17
NCC(O)COc1ccc2c(c1)OCO2 (stereo unspecified)	-45	28
Cc1ccc(C(=O)Nc2ccccc2C(=O)NCc2ccco2)cc1S(=O)(=O)N1CCCCC1	8	16
O=C(CCn1c(=O)oc2ccccc21)Nc1nccs1	51	19
CCOc1ccc2nc(NC(=O)C(CCSC)NS(=O)(=O)c3cccs3)sc2c1 (stereo unspecified)	44	13
CC(C)CCn1c(CN2CCN(Cc3ccccc3)CC2)nc2c1c(=O)n(C)c(=O)n2C	-34	50
CCOC(=O)c1ccc(NC(=O)CSc2ncccn2)cc1	-18	23
O=S(=O)(Nc1ccc2c(c1)OCCO2)c1ccc(F)cc1	-178	86
CCOc1ccc(Br)cc1S(=O)(=O)Nc1nc(CN2CCOCC2)nc2sc(C)c(C)c12	13	35
COCCNC(=O)C(c1ccco1)N(C(=O)Cn1nnc2ccccc21)c1cccc(C)c1C (stereo unspecified)	10	17
O=C(Nc1ccc(N2CCN(C(=O)c3ccccc3)CC2)cc1)c1ccc2c(c1)OCO2	-38	60
CCOc1ccccc1C(=O)NC1CCN(Cc2nnnn2C2CCCC2)CC1	20	32
CCN(c1cccc(C)c1)S(=O)(=O)c1ccc2c3c(cccc13)C(=O)N2	-68	32
O=C(Nc1ccc2c(c1)OCO2)c1c(F)c(F)c(F)c(F)c1F	-67	30
O=C(O)CSCC(=O)c1ccccc1	48	17
CCSc1nnc(NC(=O)CSc2nc3c(c(=O)n2-c2ccccc2OC)SCC3)s1	-29	25
CCOC(=O)c1c(C)c(C(=O)NCc2cccnc2)c(C)n1C	-21	45
Cc1noc(C)c1S(=O)(=O)N1CCN(Cc2ccc3c(c2)OCO3)CC1	-1	31

A few values from above:
`CCN(c1cccc(C)c1)S(=O)(=O)c1ccc2c3c(cccc13)C(=O)N2` | mHtt clearance grain fraction: 32
`CCOc1ccc(Br)cc1S(=O)(=O)Nc1nc(CN2CCOCC2)nc2sc(C)c(C)c12` | mHtt clearance: 13
`CCOc1ccccc1C(=O)NC1CCN(Cc2nnnn2C2CCCC2)CC1` | mHtt clearance grain fraction: 32
`O=C(Nc1ccc(N2CCN(C(=O)c3ccccc3)CC2)cc1)c1ccc2c(c1)OCO2` | mHtt clearance: -38

(next part)
SMILES	mHtt clearance	mHtt clearance grain fraction
O=S(=O)(c1ccccc1)c1nc(-c2ccco2)oc1N1CCOCC1	-10	39
COc1ccc(CC(=O)NC(C)(C)CC(C)=O)cc1OC	-20	46
Cc1ccc(S(=O)(=O)Cc2ccc(C(=O)NCCCN3CCN(C)CC3)o2)cc1	18	15
CC1CCC(N2CCN(c3ncccn3)CC2)C1 (stereo unspecified)	9	18
CCOC(=O)N1CCC(NC(=O)c2ccc3c(c2)N(CC)CCS3)CC1	20	27
CC(=O)c1cc2c(cc1NS(=O)(=O)c1ccc(C)cc1)OCCO2	26	14
COc1ccccc1C1C(C(N)=O)=C(C)Nc2nc(-c3ccccc3Cl)nn21 (stereo unspecified)	-34	55
c1coc(CNC2CCCCC2)c1	56	8.2
COC(=O)c1ccc(-n2c(C)nc(=O)c(-c3ccccc3)c2C)cc1	36	25
COc1ccccc1N(CC(=O)NC(C)(C)C)C(=O)Cn1nnc(-c2ccc(C)o2)n1	-167	114
COc1c(N2CCN(C(=S)NCc3ccccc3)C(C)C2)c(F)cc2c(=O)c(C(=O)O)cn(C3CC3)c12 (stereo unspecified)	-12	42
CCOC(=O)C(C)Sc1nnc(-c2c[nH]c3ccccc23)n1C (stereo unspecified)	-59	79
CCOc1ccc(NC(=O)CSc2nnc(C)n2Cc2ccccc2)cc1	-21	22
COc1cc(S(=O)(=O)N2CCC(c3nc4ccccc4s3)CC2)ccc1S(=O)(=O)NC1CCCC1	-67	29
CCOC(=O)C(NC(=O)c1ccccc1)=C1C=C(C)OC(C)=C1	-3	36
COc1cc2c(cc1OC)-c1nnc(-c3cccs3)n1C(C)(C)C2	-6	33
COc1ccc(CCNC(=O)c2cccnc2)cc1OC	21	33
COc1ccc(NC(=O)CS(=O)CC(=O)Nc2ccc(OC)c(OC)c2)cc1 (stereo unspecified)	-2	38
O=C(NCc1cccs1)c1cc(-c2cccc(Cl)c2)on1	-46	60
CCOC(=O)C1=C(C)Nc2ncnn2C1c1cc(OC)ccc1OC (stereo unspecified)	4	16
O=c1cc(COn2nnc3ccc(C(F)(F)F)cc32)nc2sccn12	-76	34
Cc1cccc(N2CCN(C(=O)Cc3c(C(=O)O)[nH]c4ccc(Cl)cc34)CC2)c1C	66	6.3
COc1cc(N=c2ssnc2Cl)c(OC)cc1Cl	-18	49
CCN1CCN(C(=O)c2cc3nc(-c4ccccc4)cc(C(F)(F)F)n3n2)CC1	21	14
CCCOc1ccc(OCCSc2ncccn2)cc1	14	15
COC(=O)c1c(C)c(C)nc(N)c1C#N	-13	45
CCCNC(=O)N1CCC(C(=O)c2ccc(F)cc2)CC1	-12	43
COc1cc(OC)cc(C(=O)Nc2ccc(-c3nc4ccccc4o3)cc2)c1	20	35
Cc1ccc(-n2c3c(c(=O)[nH]c2=O)C(NS(=O)(=O)c2ccc(C)cc2)(C(F)(F)F)C(=O)N3)cc1 (stereo unspecified)	40	18
CCn1c(=O)cc(OCC(=O)NCCCN2CCC(C)CC2)c2ccccc21	3	23

Next section; it opens with the 2 that closed the last part.
SMILES	mHtt clearance	mHtt clearance grain fraction
Cc1ccc(-n2c3c(c(=O)[nH]c2=O)C(NS(=O)(=O)c2ccc(C)cc2)(C(F)(F)F)C(=O)N3)cc1 (stereo unspecified)	40	18
CCn1c(=O)cc(OCC(=O)NCCCN2CCC(C)CC2)c2ccccc21	3	23
C=CCC1c2cccc(C(=O)O)c2C(=O)N1c1ccc(F)cc1 (stereo unspecified)	-92	39
COc1ccc(C(=O)CCC(=O)O)cc1	-43	51
CCCCN(CC)CCNc1c(NC2CCN(C(=O)OCC)CC2)c(=O)c1=O	48	25
Cc1ccccc1OCC(O)Cn1c(NCc2ccco2)nc2c1c(=O)n(C)c(=O)n2C (stereo unspecified)	-12	23
C=CCn1c(-c2cccn(Cc3ccc(Cl)cc3Cl)c2=O)n[nH]c1=S	-31	28
CCC(Oc1ccccc1)C(=O)Nc1ccc(S(=O)(=O)NCC2CCCO2)cc1 (stereo unspecified)	-4	22
Cc1c(NC(=O)CSc2ccccn2)c(=O)n(-c2ccccc2)n1C	17	15
CCOC(=O)c1cc(-c2ccc(Cl)cc2)nc2onc(C)c12	-5	40
Cc1ccc(N(C(=O)c2ccncc2)C2C=CS(=O)(=O)C2)cc1 (stereo unspecified)	18	27
CCOC(=O)N1CCC(Nc2c(NCCCN(C)Cc3ccccc3)c(=O)c2=O)CC1	-21	58
Cc1ccc2nc(SCC(=O)c3ccc4c(c3)OCO4)[nH]c2c1	42	23
Cc1ccc(-c2cc(C(=O)NCCCN3CCOCC3)no2)cc1	21	17
O=C(c1cn(-c2ccccc2)nc1-c1cccs1)N1CCOCC1	24	30
COc1ccc(C2C(=O)N(CCc3ccccc3)CC(=O)N2C2CCCCC2)cc1 (stereo unspecified)	-14	23
O=C(COc1ccc(CO)cc1)Nc1ccc(F)cc1	-13	22
COC(=O)c1cncc(O)c1	12	18
COc1nc(C)nc2c1sc(=S)n2C	-34	53
Cc1cc2c3c(c1)C(C)(c1ccccc1)CC(C)(C)N3C(=O)C21C(C#N)=C(N)OC2=C1C(=O)CC(C)(C)C2 (stereo unspecified)	18	17
O=C(NCc1ccccc1)c1ccc(-c2ccccc2F)o1	14	15
COc1cccc(C(=O)OCC(=O)Nc2ccccc2N2CCOCC2)c1	-5	36

Bioassay records deposited in PubChem BioAssay by Columbia University Molecular Screening Center.
